High-throughput results from PubChem BioAssay.
trophozoite growth – anti-Giardia activity of synthetic compounds – Compounds Australia Scaffold Library subset, 24/48 h, primary screen (AID 1794835) | hits give high values | actives 2% (n = 2,500) | inhibition, % at 10 µM; in the data active means inhibition mostly above about 45%, no sharp cut-off; inactive means mostly below about 37%;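 further: 0% = parasite counts in DMSO vehicle wells; trophozoite growth inhibition read by imaging counts at 24 h; calls made by hand needing about 50% inhibition in two separate runs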
* = called active by the depositor; i = inactive. Not all compounds are listed. The share of hits here may be higher or lower than overall.

SMILES	trophozoite growth
CC(=O)N1N=C2C3CCN(CC3)[C@@H]2[C@@H]1c1cccc2ccccc12	i
Cc1ccccc1OCC(=O)N1CCN(Cc2nnc3n2CCCCC3)CC1	0.5
Cn1c(CN2CCN(C(=O)Cc3cccc(F)c3)CC2)nc2cc(C(=O)N3CCCC3)ccc21	i

Structures from the list above containing four or more nitrogen atoms (two):
SMILES	trophozoite growth
Cc1ccccc1OCC(=O)N1CCN(Cc2nnc3n2CCCCC3)CC1	0.5
Cn1c(CN2CCN(C(=O)Cc3cccc(F)c3)CC2)nc2cc(C(=O)N3CCCC3)ccc21	i
